Compound activity (PubChem BioAssay)
esBAF inh: Bmi1 luciferase reporter increase in mESCs, primary screen, esBAF inhibitor project, mouse ES cells, Bmi1 luciferase knock-in, single point; 24 h; 100% = twice the neutral-well signal; reporter increase, % at 12.5 µM; actives 2% (n = 350,000); AID 602393, 2012; in the data active = activation above about 40%;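 note: 0% = median of the plate's neutral control wells and 100% = double that signal; a rise in the Bmi1 reporter signal indicates esBAF inhibition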
F508del corr: F508del CFTR correction, initial screen, CFBE line, single point; activity (quench increase), % at 7.58 µM; AID 720511, 2013; actives 0.36% (n = 350,000); CFBE cells, YFP halide quenching; stimulated with forskolin plus potentiator P3; % fluorescence drop versus neutral controls;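 active = mean added fluorescence quench of at least 8% versus neutral control, with both replicates also reaching 8%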;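 note: cells transiently co-express mutant CFTR-F508del with the halide-sensitive YFP; corrector assay measuring rescue of mutant channel to the surface after 24 h compound exposure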
ARNT-TACC3 inh: disruptors of ARNT/TACC3 protein interaction, primary screen, biochemical, AlphaScreen, single concentration. Transforming acidic coiled-coil-containing protein 3 (Homo sapiens), Q9Y6A5. AlphaScreen His-ARNT PAS-B/GST-TACC3 binding, luminescence; TACC3 fragment carries E629A point mutation. inhibition, % at 9.99 µM. actives 0.66% (n = 390,000);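 active = mean inhibition of replicates at least 50% and at least half of replicates each reaching 50%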;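 note: 0% = complete ARNT plus TACC3 wells and 100% = ARNT alone without TACC3; many hits fall short of the cut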
ERAP1 inh: human ERAP1 aminopeptidase inhibitors, primary screen, biochemical, single point, plate reader; recombinant ERAP1, Leu-AMC fluorescence, 60 min; inhibition, % at 10.7 µM; actives 0.15% (n = 340,000);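 active = mean replicate inhibition of at least 30%, or all replicates individually reaching that 30% level; inactive = mean below 30% and not every replicate reaching it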;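 note: 0% = neutral control wells and 100% = L-leucinethiol positive control wells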
RAD54 inh: inhibitors of human RAD54 branch migration, primary screen, biochemical, fluorescence, single point; DNA repair and recombination protein RAD54-like (Homo sapiens), Q92698; RAD54 Holliday junction branch migration, FAM/BHQ fluorescence; inhibition, % at 10.4 µM; actives 0.14% (n = 360,000);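 active = mean normalized replicate activity at least 40 and at least half of replicates scoring 40 or more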;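 note: 0% = median of neutral control wells and 100% = median of positive control wells; inhibitors cause a drop in the FAM fluorescence signal; in these data hits start at about 50%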
Target sequence (Q92698 whole entry, looked up): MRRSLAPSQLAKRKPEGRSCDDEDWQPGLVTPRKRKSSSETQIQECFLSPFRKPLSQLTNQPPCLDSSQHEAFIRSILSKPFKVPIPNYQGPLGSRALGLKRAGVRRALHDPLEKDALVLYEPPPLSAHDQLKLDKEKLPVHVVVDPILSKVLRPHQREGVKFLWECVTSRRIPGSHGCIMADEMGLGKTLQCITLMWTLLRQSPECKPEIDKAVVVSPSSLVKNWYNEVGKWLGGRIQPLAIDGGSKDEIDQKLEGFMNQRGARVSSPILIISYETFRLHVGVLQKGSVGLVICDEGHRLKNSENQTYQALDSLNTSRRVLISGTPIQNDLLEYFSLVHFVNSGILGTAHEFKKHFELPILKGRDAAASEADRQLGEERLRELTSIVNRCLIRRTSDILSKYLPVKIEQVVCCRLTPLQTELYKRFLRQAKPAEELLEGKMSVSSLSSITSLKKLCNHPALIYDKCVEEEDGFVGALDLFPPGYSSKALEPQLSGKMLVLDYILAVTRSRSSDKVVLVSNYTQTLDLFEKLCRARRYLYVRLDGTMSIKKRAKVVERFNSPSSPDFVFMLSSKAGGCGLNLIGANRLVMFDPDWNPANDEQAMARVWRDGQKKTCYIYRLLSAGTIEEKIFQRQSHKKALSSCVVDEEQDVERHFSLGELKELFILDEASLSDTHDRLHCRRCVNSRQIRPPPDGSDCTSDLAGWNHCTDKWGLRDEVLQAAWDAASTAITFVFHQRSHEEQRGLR
Xi reactivation: activators of inactive X chromosome reactivation, primary screen, imaging, XiGFP fibroblasts, GFP high-content imaging, set 2. activation, % at 7.58 µM. XiGFP mouse fibroblasts, % GFP-positive cells imaging, 3 d; cells co-treated with 5-aza-dC sensitizer; scaled so ellipticine positive control = 100%. actives 0.055% (n = 360,000);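 active = mean normalized replicate activation at least 10% and every replicate at or above 10%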;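 note: 0% = median of on-plate neutral control wells and 100% = ellipticine 6 µM median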
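material = 68-5-11 XiGFP fibroblast line | medium = DMEM plus 5-aza-dC sensitizer | schedule = 3 days compound exposure | benchmarks = positive control ellipticine, 6 µM final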
INS-1E GSIS act: GLuc luminescence reporter in INS-1E cells, primary screen for activators of glucose-dependent secretion of insulin. INS-1E GLuc reporter insulin secretion, 2-3 h. actives 0.61% (n = 370,000). activation, % at 16.6 µM;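 active = lowest replicate activation of at least 40%, so every replicate reaches that level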;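 note: 0% = median of neutral control wells and 100% = median of IBMX positive control wells; some compounds called inactive have numbers as strong as hits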
RAD52 inh: RAD52 DNA annealing inhibitors, primary screen, biochemical, FRET, single point, set 2. DNA repair protein RAD52 homolog (Homo sapiens), P43351. recombinant RAD52 DNA annealing, FRET fluorescence. inhibition, % at 18.7 µM. actives 0.46% (n = 360,000);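 active = every replicate showing at least 50% inhibition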
Numbers without * were called inactive; x = not tested or not shown; & = joins results of further samples.

Below each SMILES – F508del corr	RAD54 inh	ERAP1 inh	ARNT-TACC3 inh	INS-1E GSIS act	RAD52 inh	Xi reactivation	esBAF inh
1. C#CCOCCOCCOCCNc1nc(N2CCN(C(=O)Cn3cc(CCO)nn3)CC2)nc(N2CCN(C(=O)Cn3cc(CCCN=C(N)N)nn3)CC2)n1
  0.1	-10	-3	-5	-1	-3	0.4	-1
2. CC(=O)Nc1ccc(C(=O)N2CCc3cc4c(cc3C2C)OCCCO4)cc1 (configuration not stated)
  -3.7	4	3	-18	-11	-7	x	-3
3. CC1(c2ccc(Cl)cc2)NC(=O)N(CC(=O)N2CCN(S(=O)(=O)c3ccccc3)CC2)C1=O (configuration not stated)
  -2.4	x	2	1	-8	-11	0.1	x
4. O=C(C[C@@H]1CC[C@H](NC(=O)c2cccnc2)[C@H](CO)O1)NCc1ccc(Cl)c(Cl)c1
  -1.5	2	-1	7	-2	-1	0.5	-2
5. O=C(CN(c1ccccc1)S(=O)(=O)c1ccccc1)NCCSc1nc2ccccc2s1
  x	-2	x	11	-13	x	x	-3
6. CCN(CC)S(=O)(=O)c1ccc(/C=C/C(=O)NC2CCCCC2)cc1
  -1.1	-6	4	-5	-2	-7	0.0	9
7. C=CC[n+]1ccn(-c2nc3ccccc3nc2[N-]S(=O)(=O)c2cccs2)c1
  1.5	x	x	-5	7	-19	0.0	x
8. COc1ccc2c(c1)C(=O)N1[C@H]3c4cc(C)ccc4OC[C@@H]3[C@H](c3ccccc3)[C@]1(C)C(=O)N2
  -3.0	-7	0	1	-34	-6	-0.1	-16
9. COC(=O)C1=C(CSCc2ccccc2)NC(=O)NC1c1cc(C)ccc1C (configuration not stated)
  2.2	1	6	6	x	6	x	8
10. COc1ccc2c3c(n(C)c2c1)[C@H](CO)N(S(C)(=O)=O)CC31CCN(Cc2cccnc2)CC1
  3.3	x	0	x	-6	4	0.1	x

Three entries already listed, arranged by their value in F508del corr, descending.
entry	canonical_smiles	F508del corr	ERAP1 inh	ARNT-TACC3 inh	INS-1E GSIS act	RAD52 inh	esBAF inh
9	COC(=O)C1=C(CSCc2ccccc2)NC(=O)NC1c1cc(C)ccc1C (configuration not stated)	2.2	6	6	x	6	8
4	O=C(C[C@@H]1CC[C@H](NC(=O)c2cccnc2)[C@H](CO)O1)NCc1ccc(Cl)c(Cl)c1	-1.5	-1	7	-2	-1	-2
8	COc1ccc2c(c1)C(=O)N1[C@H]3c4cc(C)ccc4OC[C@@H]3[C@H](c3ccccc3)[C@]1(C)C(=O)N2	-3.0	0	1	-34	-6	-16

Of the compounds above, 4 have a carbonyl joined to an NH by a bond outside any ring:
Below each SMILES – F508del corr	RAD54 inh	ERAP1 inh	ARNT-TACC3 inh	INS-1E GSIS act	RAD52 inh	Xi reactivation	esBAF inh
2. CC(=O)Nc1ccc(C(=O)N2CCc3cc4c(cc3C2C)OCCCO4)cc1 (configuration not stated)
  -3.7	4	3	-18	-11	-7	x	-3
4. O=C(C[C@@H]1CC[C@H](NC(=O)c2cccnc2)[C@H](CO)O1)NCc1ccc(Cl)c(Cl)c1
  -1.5	2	-1	7	-2	-1	0.5	-2
5. O=C(CN(c1ccccc1)S(=O)(=O)c1ccccc1)NCCSc1nc2ccccc2s1
  x	-2	x	11	-13	x	x	-3
6. CCN(CC)S(=O)(=O)c1ccc(/C=C/C(=O)NC2CCCCC2)cc1
  -1.1	-6	4	-5	-2	-7	0.0	9

(further entries)
Below each SMILES – F508del corr	RAD54 inh	ERAP1 inh	ARNT-TACC3 inh	INS-1E GSIS act	RAD52 inh	Xi reactivation	esBAF inh
11. CC(C)(C)c1ccc(CC(=O)N2CCC2(C)C(=O)NS(=O)(=O)c2cccc(Cl)c2)cc1 (configuration not stated)
  1.8	-2	4	x	-1	-8	0.0	0
12. C[C@@H]1CN([C@H](C)CO)C(=O)Cc2cc(N(C)C)ccc2O[C@H]1CN(C)S(=O)(=O)c1cccs1
  -0.9	-10	3	2	-5	-11	-1.3	0
13. CCO[C@H]1OC(C(=O)NCc2nc3ccccc3[nH]2)=C[C@@H](c2ccc(C(F)(F)F)cc2)[C@@H]1CCCO
  0.4&-1.5	-1	-1&-2	15	-28	1&25	-0.2	5
14. CCOc1cc(/C=N/Nc2nc(-c3cccs3)c(NC(C)=O)s2)ccc1O
  -2.8	x	0	-4	-15	1	0.9	-3
15. Cc1ccc(Nc2ncc3c(n2)CC(C)CC3=O)c(C)c1 (configuration not stated)
  0.9	-5	0	2	4	-9	0.0	x
16. CCC(C)Sc1cccc(-c2nc3cnccn3c2NC2CCCCC2)c1 (configuration not stated)
  -1.8	-21	-7	-23	170*	-5	0.4	-1
17. COc1cc(C2SC(C)C(=O)N2CCc2ccccc2)cc(OC)c1OC (configuration not stated)
  -0.9	x	-1	-4	-7	-6	-0.1	x
18. Cc1cccnc1NC(=O)C1CC(=O)N(c2ccc3c(c2)OCCO3)C1 (configuration not stated)
  -0.4	7	-1	-3	5	-4	-0.1	0
19. O=C(NNC1=Nc2ccccc2SC1)c1cccc([N+](=O)[O-])c1
  2.9	4	x	x	4	-16	0.3	1
20. O=C(Nc1ccccc1N1CCCC1)C1CCN(S(=O)(=O)c2ccccc2C(F)(F)F)CC1
  -0.6	9	-3	-3	13	-50	-0.1	x
21. CC(C)NC(=O)N(C)C[C@H]1OCCCC[C@@H](C)Oc2ccc(NC(=O)Nc3cccc4ccccc34)cc2C(=O)N([C@@H](C)CO)C[C@H]1C
  1.3	1	-3	-14	-7	-7	-0.1	-2
22. C[C@H](NS(=O)(=O)c1ccccc1F)C(=O)OCC(=O)Nc1ccc2c(c1)OCCO2
  -4.0	-3	-1	-1	-27	-10	0.2	x
23. N#C[C@H]1[C@H](c2ccccc2C2=CCCCC2)[C@H](CO)N1C(=O)C1CCOCC1
  0.3	x	x	x	-3	6	0.0	x
24. Cc1ccc(NS(=O)(=O)c2ccc(-n3cccn3)cc2)cc1C
  1.3	9	3	-5	12	-3	0.0	7
25. COC(=O)c1c(NC(=O)CS(=O)(=O)c2ccccc2)sc(C)c1C
  1.4	x	0	-3	13	-16	0.0	x
26. COC(=O)[C@H](Cc1ccccc1)NC(=O)N1CCCCC1
  -0.3	-2	5	-6	10	-6	0.1	9
27. CC1Oc2ccccc2N(CC(=O)c2ccc(F)cc2)C1=O (configuration not stated)
  1.5	x	0	-8	1	-10	0.0	8
28. Cc1ccc([N+](=O)[O-])c(OCCN2CCCCCC2)c1
  -0.7	x	1	5	-11	9	0.1	x
29. COC1C(=O)CCC2(CO2)C1(O)C1(C)OC1CC=C(C)C (configuration not stated)
  -3.6	-3	x	x	12	-1	x	15
30. O=C(COc1ccccc1)NC1CCCN(Cc2ccccc2F)C1 (configuration not stated)
  1.8	8	0	1	-3	-10	0.0	-4
31. Cc1c(C)c2ccc(OCC(=O)Nc3nccs3)cc2oc1=O
  -1.0	-17	-1	-1	-3	-15	0.0	-45
32. Cc1ccc(C(=O)N2CC(=O)Nc3ccc(C)cc3C2c2ccccc2)cc1 (configuration not stated)
  -0.5	3	1	4	-21	7	0.3	1
33. O=C1CN(C(=O)COc2ccc(Cl)cc2Cl)c2ccccc2N1
  4.3	0	0	1	22	-42	0.0	-1
34. O=C(Nc1ccc(Br)cc1)C(c1ccccc1)c1ccccc1
  -3.5	3	x	-1	10	-4	x	-16
35. CO[C@@H]1CN(C)C(=O)c2cc(NC(=O)c3ccc4c(c3)OCO4)ccc2OC[C@@H](C)N(CC2CC2)C[C@@H]1C
  2.1	3	4	-1	9	-6	-0.2	6
36. CC(O)c1cccc(NC(=O)CCCc2ccccc2)c1 (configuration not stated)
  -3.2	-4	-1	-10	13	-25	0.0	8
37. Cc1cccnc1N=O
  1.6	x	1	x	-1	-2	0.0	x
38. O=C(CCCN1CCC(NC(=O)c2ccccc2)CC1)c1ccc(Cl)cc1
  -0.3	9	1	23	0	-17	0.1	-9
39. CO[C@H]1CN(C)C(=O)c2cc(NC(=O)Nc3cc(F)ccc3F)ccc2OC[C@@H](C)NC[C@H]1C
  -2.8	15	1	-4	-8	2	0.3	7
40. C/C=C/c1ccc2c(c1)O[C@H](CN(C)C(=O)Nc1cccc(F)c1)[C@@H](C)CN([C@@H](C)CO)S2(=O)=O
  7.1	13	1	5	-6	12	-1.0	0
41. CC(C)NC(=O)N(C)C[C@@H]1Oc2cc(-c3cccnc3)ccc2S(=O)(=O)N([C@@H](C)CO)C[C@@H]1C
  -2.0	5	1	-3	30	4	0.1	3
42. Cc1ccc(CC(=O)NCc2ccc(F)cc2)cc1
  2.8	x	1	0	6	3	0.1	6
43. CC1(C)Cc2c(sc3c2C(=O)N(c2ccccc2)C2=NCCCN23)CO1
  x	-5	x	5	24	x	x	7
44. COC1=CC(=O)OC(c2cccc(C(F)(F)F)c2)C1 (configuration not stated)
  2.7	x	-1	x	-1	-12	-0.1	x
45. CC(=O)NCCc1nc2cc(NC(=O)c3ccccc3C)ccc2n1C
  -2.3	1	-1	-1	7	-11	0.1	5
46. CCn1c(SCC(=O)Nc2ccc3c(c2)OCCO3)nnc1-c1cccs1
  x	-3	x	0	5	x	x	7
47. COc1ccc(NC(=O)N(C)C[C@H]2OCCCC[C@H](C)Oc3ccc(NC(=O)Nc4ccc(F)cc4)cc3C(=O)N([C@H](C)CO)C[C@@H]2C)cc1
  0.7	3	0	18	17	8	0.1	-1
48. COc1ccccc1-c1cnc2c(c1)C(=O)N([C@@H](C)CO)C[C@H](C)[C@@H](CN(C)C(C)=O)O2
  0.3	0	-2	-3	4	10	-0.7	1
49. O=C(CN1C(=O)S/C(=C\c2ccc(-c3cc(C(=O)O)ccc3Cl)o2)C1=O)Nc1ccc2c(c1)OCO2
  1.0	-10	0	-7	9	-24	0.2	5
50. NC(=O)NCc1ccccc1Cl
  -0.7	x	3	-11	-1	-19	0.0	x
51. Cc1ccccc1CCNC(=O)c1ccc(Cl)c(S(=O)(=O)N2CC(C)OC(C)C2)c1 (configuration not stated)
  3.8	-4	-1	7	-10	-90	0.0	-17
52. COc1ccc(NC(=O)N(C)C[C@H]2Oc3cc(-c4ccc(C)cc4)ccc3S(=O)(=O)N([C@H](C)CO)C[C@@H]2C)cc1
  2.5	0	-1	-6	-42	29	0.1	2
53. C[C@H](CO)N1C[C@H](C)[C@H](CN(C)C(=O)Nc2cccc(Cl)c2Cl)OCc2ccccc2-c2ccccc2C1=O
  0.9	x	-1	x	5	1	0.1	x
54. Cc1ccccc1/C=C\c1nc2ccccc2c(=O)[nH]1
  -0.2	x	10	2	10	-11	0.2	x
55. COc1cccc(-c2cnc3c(c2)C(=O)N([C@@H](C)CO)C[C@@H](C)[C@H](CN(C)C(=O)CC2CC2)O3)c1
  -1.2	2	-1	-3	5	7	0.3	0
56. O=C(C[C@H]1C=C[C@H](NC(=O)c2ccc3c(c2)OCO3)[C@H](CO)O1)NC1Cc2ccccc2C1
  -0.4	x	0	x	1	8	0.5	x
